Compound activity from PubChem BioAssay.
12-LOX inh: ALOX12 (human) lipoxygenase inhibition; Potency, µM (series often up to 108 µM), for the others: at the top dose activity change, negative = inhibition, hits mostly inhibitors; 1.1% of 580,000 active; purified 12hLO, xylenol orange hydroperoxide absorbance; P18054; AID 1671190; active = well fitted inhibition curve with a large enough effect; inconclusive = small, poorly fitted or top-dose-only effect, or another doubt; inactive = no such curve, though single readings can be large or run the other way
Target sequence (P18054 whole entry, looked up): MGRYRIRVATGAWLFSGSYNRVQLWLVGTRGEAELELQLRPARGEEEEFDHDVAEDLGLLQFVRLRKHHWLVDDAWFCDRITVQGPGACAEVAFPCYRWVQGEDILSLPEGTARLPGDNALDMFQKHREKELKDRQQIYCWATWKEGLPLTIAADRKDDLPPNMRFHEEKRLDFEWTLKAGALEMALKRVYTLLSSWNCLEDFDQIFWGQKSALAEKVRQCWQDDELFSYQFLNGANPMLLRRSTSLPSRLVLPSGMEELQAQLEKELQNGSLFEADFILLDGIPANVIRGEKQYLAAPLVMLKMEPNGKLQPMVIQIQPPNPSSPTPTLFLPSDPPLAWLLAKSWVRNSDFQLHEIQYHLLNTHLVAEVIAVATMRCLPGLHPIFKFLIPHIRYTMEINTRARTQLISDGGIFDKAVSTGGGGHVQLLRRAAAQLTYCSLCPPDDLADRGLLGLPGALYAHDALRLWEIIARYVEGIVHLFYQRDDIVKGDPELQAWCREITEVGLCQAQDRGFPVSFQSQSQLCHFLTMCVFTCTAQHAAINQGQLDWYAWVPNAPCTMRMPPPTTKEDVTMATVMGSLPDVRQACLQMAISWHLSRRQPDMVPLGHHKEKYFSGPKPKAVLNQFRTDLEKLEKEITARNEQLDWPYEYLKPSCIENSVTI
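Hydroperoxide product was detected by ferrous iron/xylenol orange as the 573 to 405 nm absorbance ratio. Arachidonic acid at 40 uM (final) was turned over for 30 min at room temperature by 150 nM human 12hLO, pH 7.0 Hepes buffer, after 15 min compound preincubation.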
* hit, by the source's call; ? = inconclusive; & = joins results of further samples; [ ] = another dose, or the depositor's remark. % is set by controls: 0 for no effect and ±100 for the full control effect; potency is the fitted concentration of half-maximal effect. A portion of the library (hit frequency here may not be typical).

The opening six compounds, ahead of the listing:
No.	structure	12-LOX inh
1	Cc1cccc(C(=O)N2CCC(OC3CCN(C)CC3)CC2)c1	52.3%[activator]
2	Cc1nc2c(c(N(C)Cc3noc(C4CCCC4)n3)n1)CCNCC2	?
3	O=C(c1cccnc1)N1CCC2(CC1)C(=O)NN=C2c1cccnc1	16.9%
4	COc1ccc(C(=O)N2CC(Oc3ccc(-c4nc(-c5ccccc5)no4)cc3)C2)cc1	43.8%[activator]
5	Cc1ccc(CN2CCCCCNC(=O)[C@@H]3CCC[C@@H]32)s1	164.1%[activator]
6	O=C([C@H]1C[C@H](Oc2cccnc2)CN1C(=O)NC1CCCC1)N1CCOCC1	48.6%[activator]

The whole of this part (from the top)
No.	structure	12-LOX inh
1	Cc1cccc(C(=O)N2CCC(OC3CCN(C)CC3)CC2)c1	52.3%[activator]
2	Cc1nc2c(c(N(C)Cc3noc(C4CCCC4)n3)n1)CCNCC2	?
3	O=C(c1cccnc1)N1CCC2(CC1)C(=O)NN=C2c1cccnc1	16.9%
4	COc1ccc(C(=O)N2CC(Oc3ccc(-c4nc(-c5ccccc5)no4)cc3)C2)cc1	43.8%[activator]
5	Cc1ccc(CN2CCCCCNC(=O)[C@@H]3CCC[C@@H]32)s1	164.1%[activator]
6	O=C([C@H]1C[C@H](Oc2cccnc2)CN1C(=O)NC1CCCC1)N1CCOCC1	48.6%[activator]
7	Cc1nc(NCCC2CCOC2)c2c(C)nn(C)c2n1 (centres undefined)	-27.3%
8	COC[C@@H]1[C@H](NC(=O)c2cc(S(N)(=O)=O)ccc2OC)[C@@H]2CCO[C@H]12	29.2%
9	CCN1C(=O)CCN(C(=O)CCOC)CC12CCOCC2	16.0%
10	O=C(NCCn1ccc2ccc(Cl)cc21)C1CC(=O)N(c2n[nH]c3ccccc23)C1 (centres undefined)	7.7%
11	CCc1nc2cc(N3CCC(C(=O)O)CC3)cnc2nc1CC	-11.6%
12	CCCS(=O)(=O)N1CCc2nc(N3CCN(C)CC3)sc2C1	-2.1%
13	O=C(NC1CCCCC1)c1cc2n(n1)CC(c1ccc(Cl)cc1)OC2 (centres undefined)	8.6%
14	CN(C)C(=O)N1CCC(c2nc(COc3ccccc3)nn2CCO)CC1	1.6%
15	COc1ccc(CN2CCCC3(CN[S+](=O)([O-])c4cccnc4O3)C2)cc1 (centres undefined)	2.2%[6.33 µM]
16	COc1ccc(N2CC3CCC(C2)N3Cc2ccc(Cl)cc2)cc1	5.3%[6.33 µM]
17	CCCNC(=O)N[C@@H]1CCC[C@@H](C(=O)NCc2cc(F)cc(F)c2)CC(=O)N(C)C1	?
18	CC(=O)N1CC2(CCN(C(=O)CCC(=O)O)C2)Cc2ccccc21 (centres undefined)	1.4%[6.33 µM]
19	Cc1ccc2nc(C3CCCN(Cc4cccc(-c5ccc(F)cc5F)c4)C3)[nH]c(=O)c2c1 (centres undefined)	?
20	Cc1ncsc1C(=O)N1CCC2(CC1)OC(=O)N(Cc1ccccc1)C2(C)c1cccnc1 (centres undefined)	4.4%
21	O=C(Cc1ccccc1)NCCC1CCN(C(=O)Nc2cccc(F)c2)CC1	41.7%
22	COc1cc2cc(CN3CCC(N(C)C)C3)c(-c3cccc(Cl)c3)nc2cc1OC (centres undefined)	21.1%
23	COc1ccc(CN2CCCn3nc(C)c(-c4ccnn4C(C)C)c32)cc1O	14.6%[176 µM]
24	Cc1cc(C)cc(OCC(=O)c2ccc3c(c2)N(CC(=O)N2CCOCC2)C(=O)CO3)c1	42.8%[activator]
25	Cc1nc(N2CCC(NC(=O)C3CCCCC3)CC2)cc(C(F)(F)F)n1	14.8%
26	O=C(Nc1ccc(Cl)cc1)c1csc(N2CCN(Cc3ccccc3)C2=O)n1	13.3%
27	O=C(N[C@@H]1CN(Cc2ccc(F)cc2Cl)C[C@H]1CO)C1CC1	3.6%
28	NS(=O)(=O)c1ccc(C(=O)N2CCC3(CC2)Nc2ccccc2NC3=O)cc1	21.2%
29	O=C1COCCN1C1CCN(Cc2cccc3ccccc23)CC1	8.5%&3.6%[6.33 µM]
30	Cc1noc([C@H]2CCN(Cc3ccc4c(c3)CCO4)C[C@H]2NC(=O)C2CC2)n1	72.2%[activator]
31	COC[C@@H]1CN(Cc2cc(F)ccc2F)C[C@H]1C(=O)NC1CC1	45.6%[activator]
32	O=S1(=O)N[C@H](Cc2ccccc2)COc2cc(N3CCCCC3)ccc21	?
33	COc1cccc(-c2ccccc2NC(=O)C2CCN(Cc3ccc(F)cc3)CC2)c1	?
34	O=C(NCc1ccco1)C1COC2(CCN(C(=O)c3ccco3)CC2)N1C(=O)c1ccc(F)cc1 (centres undefined)	2.2%
35	C[C@@H](NC(=O)C1CCCC1)c1onc(-c2ccc(Cl)cc2)c1C(=O)O	-9.3%[176 µM]
36	COc1cccc(CNC(=O)[C@H]2CCCN2C(=O)[C@H]2CCCN2C(=O)N2CCCCC2)c1	-5.6%
37	O=C(C1CCCN(c2cnn(Cc3ccccc3)c(=O)c2)C1)N1CCCC1 (centres undefined)	20.6%
38	Cc1nc(-c2cn(C3CCCN(C(=O)c4cccc(F)c4)C3)nn2)no1 (centres undefined)	28.4%
39	CC1=C[C@@H]2[C@H]3C(=O)N(Cc4ccccc4)C(=O)[C@H]3[C@@H]1[C@@H]1O[C@@]3(C(=O)N(C)c4ccccc43)C3=C(CCCC3=O)N21	-10.3%
40	Cc1nc(CC(=O)N2CCCC3(CCC(=O)N(CCC(C)C)C3)C2)cs1 (centres undefined)	7.7%
41	O=C(Cc1ccccc1)NC1CCCCC1	8.7%
42	Cc1noc(-c2nc(-c3ccc(Cl)cc3)no2)n1	34.3%[activator]
43	O=C(N[C@@H]1CN(c2ncccn2)C[C@H]1CO)c1nccc2ccccc12	25.9%
44	COc1cccc(C(=O)N2CCC[C@H]2c2nc(-c3ccc(F)cc3)no2)c1	3.4%
45	Cc1ncsc1CN1CC(N(Cc2ccccc2)C2CCOCC2)C1	61.4%[activator]
46	Cc1nc2c(c(-c3ccc(O)cc3)n1)CN(Cc1ccc(N(C)C)cc1)CCC2	-3.7%
47	CN1CCCN(C(=O)C2CCOCC2)c2ccccc21	41.6%[activator]
48	CCN1c2cc(C(=O)NCc3ccc(C(C)C)cc3)ccc2C(=O)N2CCCCCC21 (centres undefined)	-12.2%
49	CCc1nc(-c2c3n(c(=O)n(CC(=O)NCCc4ccccc4)c2=O)CCCC3)no1	10.3%
50	COc1cccc(CN2CCC3(CC2)C(OC)CN3c2cccc(F)c2)n1 (centres undefined)	66.8%[activator]
51	COCc1noc([C@@H]2CN(S(=O)(=O)c3ccc(C#N)cc3)C[C@H]2C(N)=O)n1	-14.4%
52	CCNC(=O)NC[C@@H]1C=C(C)[C@H](CC(=O)NCCN(C)C)C[C@H]1C(C)C	25.1%[176 µM]
53	COCCN(C)C(=O)c1cnn(-c2nccc(-c3cc(C)sc3C)n2)c1C	2.0%
54	OC1(c2csc(CN3CCOCC3)n2)CCN(Cc2ccccc2C(F)(F)F)CC1	1.1%
55	Cc1nc(-c2c3n(c(=O)n(CC(=O)c4ccc(Cl)cc4)c2=O)CCCC3)no1	?
56	O=C1NCCOCCN(S(=O)(=O)c2cccc(F)c2)[C@H]2CCC[C@@H]12	11.9%
57	Cc1ccc(CN2CCn3c(nn(-c4ccc([N+](=O)[O-])cc4)c3=O)C2)cc1	?
58	O=C(Cc1c[nH]c2ccccc12)NCC12CCC=C1N(CC1CC1)C(=O)CC2 (centres undefined)	2.0%
59	Cc1onc(-c2cnn(C)c2NCCc2ccccc2)c1C(=O)N1CCC(c2ccccc2)CC1	2.5%
60	O=C1C(n2ccc3ccccc32)c2ccccc2N1Cc1ccc(C(F)(F)F)cc1 (centres undefined)	31.6µM*

Additional entries follow.
No.	structure	12-LOX inh
61	O=[S+]([O-])(c1ccccc1)N1CC2(CCCN2C2COC2)Cc2ccccc21 (centres undefined)	-0.1%[6.33 µM]
62	O=C(CC1CCOC2(CCN(C(=O)c3ccccc3)CC2)C1)N1CCCC1 (centres undefined)	60.2%[activator]
63	COCCCNC(=O)N1CCC(Cc2noc(-c3ccncc3)n2)C1 (centres undefined)	35.4%[activator]
64	COc1ccc(CN2Cc3[nH]cnc3C[C@H]2C(=O)N2CCC(Cc3ccccc3)CC2)cc1	84.9%[activator]
65	CCNC(=O)C1CCN(C(=O)c2ccc3nc(-c4ccccc4)cn3c2)C1 (centres undefined)	13.5%
66	COc1ccc(C(=O)N2CCCCCCNC(=O)[C@@H]3CCC[C@@H]32)cn1	-1.0%
67	CCCCCC(=O)N[C@H]1C[C@@H](Cc2cc(COc3ccccc3)on2)C1(C)C	?
68	Cc1cc(C)c([S+](=O)([O-])c2nnn3c2nc(N2CCCCC2)c2ccccc23)c(C)c1	7.9%[6.33 µM]
69	COc1cccc(Nc2cc3c(cn2)CN(Cc2cccnc2)CCN3)c1	42.4%[activator][176 µM]
70	CCN(CC)[C@H]1[C@@H]2OC[C@@H](O2)[C@@H](NC(=O)Nc2cccc(OC)c2)[C@@H]1O	23.2%[176 µM]
71	Cc1ccc(C)c(NC(=O)CN2C(=O)C(c3ccccc3)=NC23CCCC3)c1	4.2%
72	COc1ccc(-c2cc3c(nc2-c2ccccc2)nc(C(=O)NCCN(C)C)n3C)cc1OC	-0.9%
73	Cc1noc(C)c1S(=O)(=O)NCCC1CN(c2cnn(C)c(=O)c2)CCO1 (centres undefined)	-1.0%
74	COc1cccc([S+](=O)([O-])N2CCNc3cnc(Nc4ccc(N5CCOCC5)cc4)nc3C2)c1	?
75	CC(=O)OCC(=O)NCC1CCN(C(=O)C(=O)c2cc3ccccc3o2)CC1	6.2%
76	O=C(CC[C@@H]1CNC(=O)[C@@H]2C[C@H](NS(=O)(=O)c3cccs3)CN12)NC1CC1	111.3%[activator][176 µM]
77	CC(=O)Nc1cccc(C(=O)N2CCC(n3cc(-c4nc(C(C)C)no4)nn3)CC2)c1	26.3%
78	CCc1nccn1Cc1nnc(C2CC(N)C2)n1CCOC (centres undefined)	0.4%
79	Cc1ccc(-c2cn3c(n2)N(C(=O)Cn2ccnc2C)CCC3)cc1	55.9%[activator]
80	O=C1NCCCCCCN(Cc2ccncc2)[C@@H]2CN(S(=O)(=O)c3ccccc3)CC[C@@H]12	104.5%[activator]
81	COC(=O)[C@]12C[C@H](CC(=O)NCC34CC5CC(CC(C5)C3)C4)C(=O)N(Cc3ccccc3)C1=C[C@H](C(C)C)O[C@@H]2C1CC1	-19.2%
82	O=C(O)C1CN(c2nccc(N3CCC(O)CC3)n2)CCN1 (centres undefined)	?
83	Cc1ccc2c(C(=O)NCc3ccccc3C(F)(F)F)cc(NC(=O)C(C)C)cc2n1	5.8%
84	Cc1nc(N2CCC(C(=O)O)(n3cccn3)CC2)cc(-n2cccn2)n1	3.5%
85	COc1cccc(CN2C(=O)CCCCC2C(=O)NCCCN2CCc3ccccc3C2)c1 (centres undefined)	11.4%
86	COc1cccc(-c2nc(-c3c(C)noc3C)cc3c2cc(C)n3CCN(C)C)c1	?
87	Cc1cnc(-c2ccccc2)n1CCNC(=O)CCC1CCCC1	7.9%
88	Cc1cccn2c(CC(=O)N3CCC4(CC3)c3nc[nH]c3CCN4C)cnc12	15.6%
89	CNC(=O)[C@H]1C[C@H](Oc2ccccc2)CN1C(=O)c1ccc(OC)c(OC)c1	43.6%[activator]
90	C[C@@H]1ON(C)[C@H]2C[C@H]3c4[nH]c5c(-c6cc(Cl)cc(Cl)c6)cccc5c4CCN3C(=O)[C@@H]12	-16.1%
91	COC(=O)[C@H](C(C)C)N(CCCc1cn(Cc2ccccc2)nn1)S(=O)(=O)c1ccc(F)cc1Br	-4.2%
92	Cc1noc(C)c1CN(C)CC1(O)CNCCOC1 (centres undefined)	10.2%
93	CCc1noc(-c2cccn3c(CNC(=O)C(CC)c4ccccc4)nnc23)n1 (centres undefined)	69.3%[activator]
94	Cc1nc(-c2ccccc2)n(Cc2ccc(F)c(F)c2)c(=O)c1CCO	9.8%
95	CCCCS(=O)(=O)N1CCCc2nc(-c3ccccc3)ccc21	-1.5%
96	O=C(COc1ccccc1)N1CCC(N2CC3CC(C2)[C@H]2CCCC(=O)N2C3)CC1 (some centres undefined)	-1.6%
97	CN[C@@H]1[C@@H](O)[C@@H](O[C@@H]2[C@H](O)[C@H](O[C@H]3OC(CN)=CC[C@H]3N)[C@@H](N)C[C@H]2N)OCC1(C)O (some centres undefined)	-2.0%
98	O=C(Cc1ccc(Cl)cc1)N1CCN(C(=O)c2nnn3c2COC(c2ccccc2)C3)CC1 (centres undefined)	20.4%
99	Cc1ccc(C(=O)N2[C@@H]3CC[C@H]2CC(NC(=O)c2ccncc2)C3)cc1C (some centres undefined)	3.7%
100	CCOC(=O)c1csc(NC(=O)C2CC(=O)N(c3n[nH]c4ccccc34)C2)n1 (centres undefined)	-2.2%
101	COCCNc1c(-c2noc(C)c2C(=O)Nc2ccc(Cl)cc2)cnn1C	11.3%[176 µM]
102	CCN(CC)CC[C@H]1CN(C(=O)NC2CCCCC2)CC[C@H]1CC(=O)O	11.6%[176 µM]
103	Cn1c(C(=O)NCCN2CCOCC2)nc2nc(-c3ccccc3)c(Cl)cc21	?
104	O=C(C1CC1)N1CC2(CCCN2Cc2cccnc2)Cc2ccccc21 (centres undefined)	-8.9%[6.33 µM]
105	Cc1noc(C2CC3(CCN(C(=O)c4nn(C)c5ccccc45)CC3)CN2C)n1 (centres undefined)	25.4%
106	O=C(Cn1ccn2nc(-c3ccc(F)cc3)c(CO)c2c1=O)NCCC1=CCCCC1	21.6%
